TGFb inhibitor – blocks TGF-b signaling | HepG2 CAGA-GFP TGF-b/SMAD3 reporter, GFP fluorescence, 18 h; TGF-beta stimulated, 500 pg/mL final | Potency, µM (top dose mostly 46.1 µM), inactives show top-dose activity, negative = inhibition, hits mostly inhibitors | 1.2% of 410,000 active; further: potency means the concentration at half of the fitted maximal effect; on the % scale 0 is the no-effect control and ±100 the full control effect; nearly all actives have a fitted effect of over 65% in size
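Inhibition was scored as loss of TGF-beta-induced (500 pg/mL final, 18 hours, 37 degrees C) GFP in HEPG2 cells carrying a CAGA-GFP reporter, in DMEM with 1% FBS. Well GFP was summed per cell; Activity was normalised to unstimulated and stimulated DMSO wells, then concentration-response fitting.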
ATXN2 expr inh – ATXN2 expression inhibition; Potency, µM (top dose mostly 57 µM), without a hit: top-dose activity change, negative = inhibition, hits mostly inhibitors; 0.72% of 360,000 active; AID 1745845; HEK-293 ATXN2-luciferase reporter, luminescence, 24 h; further: potency means the concentration at half of the fitted maximal effect; on the % scale 0 is the no-effect control and ±100 the full control effect; nearly all actives have a fitted effect of over 55% in size
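qHTS (up to 57 uM final) was run with 24 h compound exposure of reporter cells at 37 °C. Each well was multiplexed: SteadyGlo luminescence measured ATXN2-luciferase expression after a fluorogenic Gly-Phe-AFC viability readout (25 uM final).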
EPAC2 ag – activates human EPAC2 exchange factor; Q8WZA2; Potency, µM (highest dose often 154 µM), for the others: top-dose activation, usual class: activators; AID 720711; 0.079% of 360,000 active; EPAC2 activation, biochemical qHTS; response scale: 100% = 6.5 mM cAMP response; further: potency means the concentration at half of the fitted maximal effect; nearly all actives have a fitted effect of over 50% in size
Target sequence (Q8WZA2 whole entry, looked up): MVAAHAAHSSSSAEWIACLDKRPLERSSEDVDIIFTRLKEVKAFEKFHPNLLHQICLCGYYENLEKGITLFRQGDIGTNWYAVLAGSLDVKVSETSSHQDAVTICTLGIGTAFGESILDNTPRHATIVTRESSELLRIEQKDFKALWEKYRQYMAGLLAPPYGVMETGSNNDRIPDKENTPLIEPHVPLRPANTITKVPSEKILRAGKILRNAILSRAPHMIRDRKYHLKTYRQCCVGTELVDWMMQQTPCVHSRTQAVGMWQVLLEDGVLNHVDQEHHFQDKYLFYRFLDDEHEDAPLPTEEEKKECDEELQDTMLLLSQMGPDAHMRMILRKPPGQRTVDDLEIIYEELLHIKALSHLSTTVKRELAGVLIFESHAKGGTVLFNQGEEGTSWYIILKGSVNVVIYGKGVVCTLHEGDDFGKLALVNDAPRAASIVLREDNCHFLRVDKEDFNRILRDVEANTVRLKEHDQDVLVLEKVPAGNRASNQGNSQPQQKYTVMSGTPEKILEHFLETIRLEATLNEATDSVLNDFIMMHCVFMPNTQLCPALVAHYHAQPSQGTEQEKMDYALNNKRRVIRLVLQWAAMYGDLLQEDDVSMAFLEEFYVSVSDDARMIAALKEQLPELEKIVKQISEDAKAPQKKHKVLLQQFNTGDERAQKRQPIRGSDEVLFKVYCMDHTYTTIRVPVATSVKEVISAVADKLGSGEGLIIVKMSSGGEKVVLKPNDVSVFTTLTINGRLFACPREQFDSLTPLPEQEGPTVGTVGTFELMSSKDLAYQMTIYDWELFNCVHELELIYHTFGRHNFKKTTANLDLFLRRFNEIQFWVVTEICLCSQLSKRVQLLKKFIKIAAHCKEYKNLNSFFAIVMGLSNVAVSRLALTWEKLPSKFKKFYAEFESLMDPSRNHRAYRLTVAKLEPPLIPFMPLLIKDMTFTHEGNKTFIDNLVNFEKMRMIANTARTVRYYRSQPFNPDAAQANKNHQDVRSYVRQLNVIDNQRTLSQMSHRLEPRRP
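Compounds were titrated in qHTS against a Rap1B-BODIPY-GDP (250 nM) complex with EPAC2 (100 nM) and GDP (50 uM). BODIPY-GDP release tracked at 480/540 nm over 30 min at room temperature, normalized to 6.5 mM cAMP.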
HepG2 viability – counter-screen for TGF-b inhibitors: cytotoxicity in HepG2 cells. AID 588856. HepG2 CAGA-GFP viability, ATP luminescence, 18 h. Potency, µM (series often up to 46.1 µM), for inactives: at the top dose activity change, negative = cytotoxicity, hits mostly cytotoxic. 0.76% of 410,000 active; further: potency means the concentration at half of the fitted maximal effect; some results filed as inactive show a strong effect at the top dose
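CellTiter-Glo luminescence gave cytotoxicity after 18 hours at 37 degrees C. The cells were HepG2 CAGA-GFP in 1% FBS DMEM, stimulated with 500 pg/mL TGF-beta after compound addition. %Activity was normalised to no-cell wells (complete cell-killing) and DMSO (no toxicity), and curves were fitted and classified.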
A549 tox – A549 cytotoxicity, counter-screen for Nrf2 inhibitors. A549 ARE-Fluc cells, CellTiter-Fluor viability, 18-24 h. Potency, µM (highest dose often 46 µM), for inactives: at the highest dose activity change, negative = cytotoxicity, actives largely listed as inhibitors. 0.16% of 390,000 active. AID 504648; further: potency means the concentration at half of the fitted maximal effect; on the % scale 0 is the no-effect control and ±100 the full control effect
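A549 ARE_Fluc cells in 5% FBS OPTI-MEM were exposed to compounds in concentration-response for 18-24 h at 37 deg C. Viability was read by CellTiter-Fluor fluorescence (Ex 405/Em 525) after 30 min, before the luciferase read.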
Nrf2 block – blocks Nrf2 signaling. A549 ARE-Fluc reporter, luciferase luminescence, 18-24 h. Potency, µM (titrated, usually from 46 µM), for inactives: at the top dose activity change, negative = inhibition, most hits filed as inhibitors. 2.1% of 360,000 active. AID 504444; further: potency means the concentration at half of the fitted maximal effect; on the % scale 0 is the no-effect control and ±100 the full control effect; nearly all actives have a fitted effect of over 60% in size
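A549 ARE_Fluc cells, 5000/well, 5% FBS OPTI-MEM; compounds in dose-response, 18-24 h at 37 °C/5% CO2; CellTiter-Fluor viability read (Ex 405/Em 525), then BugLite luciferase luminescence = Nrf2 activity.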
Nrf2 ARE act – activates Nrf2 signaling; AREc32 ARE-luciferase reporter (MCF7-derived line), luminescence, 24 h; Potency, µM (doses to about 46.1 µM), for inactives: top-dose activation, hits mostly activators; 0.31% of 410,000 active; AID 624171; further: potency means the concentration at half of the fitted maximal effect; % of control where 0% means no effect; nearly all actives have a fitted effect of over 65% in size
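Cells of the AREc32 ARE-luciferase line are plated in OPTI-MEM containing 5% FBS and left overnight at 37 deg C. Compounds are pinned in, incubation continues 24 hr, and firefly luciferase signal is then measured.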
IL2 activator – IL-2 activation. IL-2 activation reporter assay, cell-based qHTS; stimulated with anti-CD3/CD4/CD28 beads; in transgenic mouse T cells. activation, % (series mostly up to about 46 µM). 0.065% of 360,000 active. AID 652025; in the data active means activation above about 50%; inconclusive means mostly about 30% to 49%; further: 0% is about no effect
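Quantitative HTS in unstimulated transgenic mouse T cells, with memory T cells as non-tolerant control and PMA/ionomycin as tolerance-bypass control. Compound pretreatment lasted 60 minutes before 18 h bead stimulation; EGFP/DsRed fluorescence read.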
S2 tox – viability counter-screen for ATXN expression inhibitors. S2 cells (HEK-293 line with an ATXN2-luciferase reporter) viability, CellTiter-Fluor protease fluorescence, 24 h. Potency, µM (doses to about 56.7 µM), most hits filed as cytotoxic. 0.49% of 400,000 active; further: potency means the concentration at half of the fitted maximal effect; nearly all actives have a fitted effect of over 40% in size
An asterisk follows results filed as active; i = inactive; ? = inconclusive; . = not tested or not shown; & = joins results of further samples; [ ] = another dose, or the depositor's remark. Unless noted, the call rests on the fitted dose curve; in most records, active means well fitted curve in the direction sought with a large enough effect; inconclusive means small, poorly fitted or top-dose-only effect, or another doubt; inactive means no such curve, though single readings can be large; an effect the other way counts as inactive or inconclusive.

The line under a structure holds: TGFb inhibitor, ATXN2 expr inh, EPAC2 ag, HepG2 viability, A549 tox, Nrf2 block, Nrf2 ARE act, IL2 activator, S2 tox
Cc1c(N2C(=O)C(C)SC23C(=O)Nc2ccccc23)c(=O)n(-c2ccccc2)n1C (centres undefined)
→ 14.1%, 2.6%, 8.2%, -1.5%, 3.6%, 17.7%, 0.2%, -0.7, i
CSc1ncccc1C(=O)N(C)CC(=O)Nc1cccc(F)c1
→ 0.3%, -0.3%, 7.0%, 1.9%, -0.2%, -15.4%, -0.7%, -2.3, i
O=C(COc1cccc(-n2cnnn2)c1)Nc1ccc([N+](=O)[O-])cc1
→ 1.5%, 12.7%, 3.5%, 3.6%, -0.7%, -3.7%, 0.1%, 0.2, i
O=C(CNC(=O)c1ccccc1)NCC(=O)OCc1ccccc1Cl
→ ?, ?, 4.3%, -1.1%, -6.4%, 0.1%, 0.1%, 1.9, ?
Cc1ccc(OCC(=O)N(Cc2ccccc2)c2ccccn2)cc1
→ 6.2%, -25.7%, 6.6%, -1.3%, 11.4%, 13.0%, -0.8%, 0.4, i
COc1cccc2cc(C(=O)N(Cc3ccccc3)CC3CCCO3)c(=O)oc12 (centres undefined)
→ 17.3%, -23.6%, -8.0%, -20.2%, -5.5%, 8.5%, -0.8%, -1.0, i
CCOC(=O)C1CCN(C(=O)CSc2n[nH]c(-c3ccc(F)cc3)n2)CC1
→ -17.2%, ., ., 1.6%, 13.0%, ., -1.1%, ., .
CN(C)CCN(Cc1ccccc1)C(=O)c1[nH]c(C(F)(F)F)nc1-c1ccccc1
→ -15.6%, 1.4%, 5.5%, -29.5%, ., ., -0.1%, 0.5, i
CCC1([N+](=O)[O-])COC(c2ccc(C)cc2)OC1 (centres undefined)
→ 5.3%, 2.1%, 6.5%, 10.6%, 1.5%, 8.3%, 0.2%, 0.4, i
CCOC(=O)COc1ccccc1/C=N\NC(=O)c1cc2c(ccc3ccccc32)o1
→ ?, -7.1%, 13.6%, -17.7%, 9.2%, 4.9%, 0.5%, -0.8, i

Brought forward from above: 2 entries, then new ones.
The line under a structure holds: TGFb inhibitor, ATXN2 expr inh, EPAC2 ag, HepG2 viability, A549 tox, Nrf2 block, Nrf2 ARE act, IL2 activator, S2 tox
CCC1([N+](=O)[O-])COC(c2ccc(C)cc2)OC1 (centres undefined)
→ 5.3%, 2.1%, 6.5%, 10.6%, 1.5%, 8.3%, 0.2%, 0.4, i
CCOC(=O)COc1ccccc1/C=N\NC(=O)c1cc2c(ccc3ccccc32)o1
→ ?, -7.1%, 13.6%, -17.7%, 9.2%, 4.9%, 0.5%, -0.8, i
Cc1ccc(OCc2cc(=O)n3cc(C)sc3n2)c(C)c1
→ 23.6%, 10.2%, ., -0.1%, -0.2%, 14.7%, -0.4%, ., i
CN(C)Cc1cc(C(F)(F)F)ccc1C(O)(c1ccccc1)c1ccccc1
→ ?, -19.0%, -2.1%, -54.3%, -11.9%, -10.8%, 3.5%, -5.4, ?
CCOc1cc2c(cc1OCC)CN(CC(=O)Nc1ccccc1C(=O)NC1CC1)CC2
→ 5.5%, -3.0%, 3.4%, -18.6%, -7.3%, -24.4%, -0.1%, 0.1, i
Clc1ccccc1C1CC(c2ccccc2)=Nc2ccccc2N1 (centres undefined)
→ 22.6%, 1.1%, 6.7%, -9.4%, -9.3%, -10.1%, 9.9%, 76.6*, i
O=C(CSc1n[nH]c(=O)[nH]c1=O)NCC1CCCCC1
→ 15.2%, 7.6%, 13.1%, -4.4%, -4.0%, 6.5%, 0.0%, -2.6, i
COc1cccc(NC(=O)CCc2c(C)nn(-c3ccc(N4CCOCC4)nn3)c2C)c1
→ -22.2%, 16.3%, 4.1%, -2.2%, 8.4%, ?, -0.4%, -0.8, i
O=C(N/N=C/c1ccc[nH]1)c1c[nH]c2ccccc12
→ 1.8%, 33.1%[activator], 4.1%, -11.1%, -14.0%, ?, 6.5%, -2.3, i
CCn1c(N)c(C(=O)NC2CCCCC2)sc1=S
→ 2.0%, 2.8%, 0.9%, -9.7%, -0.2%, ., 0.0%, 1.1, i
Cc1nc([N+](=O)[O-])cn1CC(O)c1ccc(-c2ccccc2)cc1 (centres undefined)
→ 15.0%, ., 7.4%, 52.2%, 3.7%, -27.2%, 0.0%, 1.5, i
Cc1ccccc1NC(=O)CCCSc1nc2ccccc2s1
→ -5.7%, 16.4%, -2.0%, -26.1%, 4.3%, 6.2%, -1.3%, -0.4, i
CCCCCCCCCC(=O)OCC(O)CO (centres undefined)
→ 23.5%, -6.3%, -5.1%, -2.5%, -3.4%, -11.8%, 0.3%, -0.2, i
CCNC(=O)c1ccc2c(c1)sc1nc(-c3cccc(OC)c3)cn12
→ ?, ., ., -32.8%, 11.1%, -12.4%, 3.2%, ., .
CCCC(C)C(=O)Nc1ccc(NC(C)=O)cc1 (centres undefined)
→ -1.3%, 2.5%, 3.3%, -1.6%, 0.0%, ., 0.1%, 1.4, i
Cc1nnc(NC(=O)c2ccco2)s1
→ -3.5%, 19.8%, 15.3%, -2.2%, 21.2%, 22.9%, 7.1%, -1.8, i
COc1ccc(-n2c(CN3CCN(c4ccc(F)cc4)CC3)nc3ccc([N+](=O)[O-])cc3c2=O)c(OC)c1
→ 2.7%, 3.1%, -5.6%, -17.9%, 0.8%, -23.9%, 2.7%, 1.8, ?
Cc1ccc(C)n1-c1ncc(Br)cn1
→ 3.9%, -9.0%, -1.4%, 5.6%, 2.0%, ?, -0.5%, -0.3, i
C=CCSc1nnc(CNC(=O)c2ccc(Cl)cc2)n1CC
→ -11.0%, 32.9%[11.3 µM], -2.2%, -26.2%, -3.8%, -7.9%, -1.0%, 1.0, i
COC(=O)Cc1ccc(NC(=S)N2CCN(c3ccc(OC)cc3)CC2)cc1
→ ?, -1.5%, -8.4%, -3.9%, 1.3%, -2.7%, -0.1%, 0.1, i
COc1cc(Cl)c(C)cc1NC(=O)CCCN1C(=O)CCC1=O
→ -6.9%, -6.4%, -4.7%, -4.6%, 5.6%, 0.4%, 2.0%, 1.3, i
CC(C)NCC1CCc2cc(CO)c([N+](=O)[O-])cc2N1 (centres undefined)
→ 3.9%, 4.2%, 0.8%, 1.5%, -2.7%, -2.5%, -1.0%, 0.9, i
CCOc1ccccc1C(=O)Nc1cc2c(cc1N1CCCCC1)n(C)c(=O)n2C
→ 5.5%, ?, ., -18.4%, ?, 23.1µM*, 3.8%, ., ?
CC(C)c1ccc(NC(=O)COc2ccccn2)cc1
→ 0.6%, 19.8%, 4.3%, 0.0%, 0.4%, ?, 0.3%, 0.5, i
CC(=O)c1ccc(NC(=O)c2noc3c2CCc2ccccc2-3)cc1
→ -25.2%, 31.6%, ., -21.6%, 1.6%, 8.4%, 4.8%, ., i
Cc1ccc(F)cc1C(=O)N1CCCCC1c1cc(C(=O)NCc2ccccc2)no1 (centres undefined)
→ -0.5%, -15.1%, 16.4%, -18.1%, ., ., -1.0%, -0.2, i
COc1ccc(C(=O)C[n+]2ccccc2C)cc1
→ -10.9%, -10.1%, 9.5%, -5.1%, 0.6%, -11.4%, 0.4%, -0.5, i
Oc1ccccc1/C=N/Nc1nccnc1Cl
→ 0.0%, ?, 2.4%, -30.5%, -16.6%, ?, 5.7%, -0.1, ?
O=c1[nH]nc(SCc2nnc(-c3cccc(Cl)c3)o2)n1C1CCCCC1
→ -17.5%, -5.4%, -2.5%, 8.6%, 0.6%, ?, 3.1%, -5.4, i
CCCNC(=S)N1CCC(NC(=O)C2CCCCC2)CC1
→ -0.5%, 2.0%, 2.5%, 0.8%, 0.8%, 3.1%, 0.5%, -1.6, ?
O=C(NCc1ccc(Cl)cc1)c1ccc(CSc2nc3ccncc3[nH]2)cc1
→ ?, -4.7%, 1.1%, -19.4%, 1.4%, -6.6%, 2.5%, -1.0, i
COc1cc(CN2CCNC(=O)C2CC(=O)N2CCCCO2)cc(OC)c1 (centres undefined)
→ 13.7%, 14.5%, 5.0%, 0.0%, -7.0%, -7.0%, -0.1%, -2.9, i
O=C(Nc1cccc(Cl)c1)N1CCN(Cc2ccccc2)CC1
→ 4.7%, 27.2%, 12.8%, 19.2%, 3.2%, ?, 2.5%, 0.5, i
CCC1Oc2ccccc2N(CC(=O)NCCc2ccc(OC)c(OC)c2)C1=O (centres undefined)
→ -26.1%&0.0%, 1.7%, 0.9%, -9.7%&9.8%, 17.0%&-3.6%, ?, 0.0%&-0.1%, -2.9, i
CCn1cc(-c2ccnc3cc(C(=O)O)nn23)c(C)n1
→ -6.4%, 0.8%, 8.9%, 18.3%, -0.9%, 0.7%, 0.1%, -0.8, i
CCOC(=O)CCCNc1ccc([N+](=O)[O-])cc1[N+](=O)[O-]
→ 1.6%, -13.3%, 4.0%, -13.6%, -8.4%, 9.3%, 0.2%, -2.5, i
CCOCCCNC(=O)c1c(NC(=O)Cc2coc3ccc(C)cc23)sc2c1CCC2
→ ?, -0.2%, ., -13.7%, 1.7%, ?, 0.5%, ., i
CCN1CCN(CCCNC(=O)Cn2c(-c3cccs3)cc3cc(Cl)ccc32)CC1
→ ?, -36.8%, ., -58.4%, -10.9%, 10.6%, 12.3%, ., ?
Cc1ccccc1C(=O)N1CCN(c2ccc([N+](=O)[O-])c(NCc3ccco3)c2)CC1
→ -12.6%, -8.1%, -0.4%, -33.4%, ?, ?, 0.3%, -2.7, i
O=C(Nc1scc(-c2ccccc2)c1C(=O)O)c1ccccc1Cl
→ 3.1%, 13.1%, -9.0%, 2.3%, -8.1%, 1.2%, -0.3%, 2.4, i

Assay outcomes as filed in PubChem.
